# Screening results as filed in PubChem BioAssay.
# XiGFP reactiv: reactivates the inactive X chromosome in mouse fibroblasts | XiGFP mouse fibroblasts, % GFP-positive cells imaging, 3 d; cells co-treated with 5-aza-dC sensitizer; scaled so ellipticine positive control = 100% | activation, % at 7.58 µM | 360,000 tested, 0.055% active | AID 743238;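 active = mean normalized replicate activation at least 10% and every replicate at or above 10%; inconclusive = only one of the two criteria met; inactive = mean below 10% and not all replicates reach 10%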;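 note: 0% = median of on-plate neutral control wells and 100% = ellipticine 6 µM median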
#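 System: 68-5-11 XiGFP fibroblast line; Timing: 3 days compound exposure; Compound dosing: one concentration, pinned; Benchmarks: positive control ellipticine, 6 µM final; Buffer or medium: DMEM containing 5-aza-dC.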
# INS-1E GSIS act: GLuc luminescence reporter in INS-1E cells, primary screen for activators of glucose-dependent secretion of insulin. INS-1E GLuc reporter insulin secretion, 2-3 h. activation, % at 16.6 µM. 370,000 tested, 0.61% active. AID 743287;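 active = lowest replicate activation of at least 40%, so every replicate reaches that level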;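 note: 0% = median of neutral control wells and 100% = median of IBMX positive control wells; some compounds called inactive have numbers as strong as hits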
# DENV2 CPE: DENV2-induced cell death inhibition; DENV2-infected cells, cytopathic effect rescue, plate reader; CPE inhibition, % at 9.99 µM; 350,000 tested, 1.7% active; in the data active = CPE inhibition above about 20%, passing the limit was not always enough; inconclusive = no clear call, values can overlap the other calls; tested in BHK-21 cells;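 note: 0% = median of neutral control wells and 100% = median of positive control wells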
# E-sel inducer: induces E-selectin expression in human endothelial cells | 260,000 tested, 0.37% active | HUVEC E-selectin immunofluorescence imaging; normalized: neutral wells 0, TNF-alpha wells 100 | activation, % at 7.58 µM;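 active = mean E-selectin-positive cell signal at least 10% of the positive control, reached in at least 60% of replicates, without over 20% cell loss; inconclusive = no rule given, readout overlaps actives, possibly toxicity-flagged; inactive = the rest, including those meeting only one limit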;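 note: in these data hits start at about 27%; measured in HUVEC primary endothelial cells; signal is the percent of cells scored E-selectin positive by PE staining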
#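 System: HUVEC, human umbilical vein endothelial cells; quantity: 3,000 cells/well; buffer or medium: EGM-2 medium, gelatin-coated wells; dosing: single-point compound dose; detection: immunofluorescence imaging; evaluation: % PE-positive cells; benchmarks: TNF-alpha, DMSO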
# RAD52 inh: blocks human RAD52 DNA annealing; P43351; 360,000 tested, 0.46% active; recombinant RAD52 DNA annealing, FRET fluorescence; inhibition, % at 18.7 µM;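 active = every replicate showing at least 50% inhibition; inconclusive = mean inhibition at least 50% but not in every replicate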
# Target sequence (P43351 whole entry, looked up): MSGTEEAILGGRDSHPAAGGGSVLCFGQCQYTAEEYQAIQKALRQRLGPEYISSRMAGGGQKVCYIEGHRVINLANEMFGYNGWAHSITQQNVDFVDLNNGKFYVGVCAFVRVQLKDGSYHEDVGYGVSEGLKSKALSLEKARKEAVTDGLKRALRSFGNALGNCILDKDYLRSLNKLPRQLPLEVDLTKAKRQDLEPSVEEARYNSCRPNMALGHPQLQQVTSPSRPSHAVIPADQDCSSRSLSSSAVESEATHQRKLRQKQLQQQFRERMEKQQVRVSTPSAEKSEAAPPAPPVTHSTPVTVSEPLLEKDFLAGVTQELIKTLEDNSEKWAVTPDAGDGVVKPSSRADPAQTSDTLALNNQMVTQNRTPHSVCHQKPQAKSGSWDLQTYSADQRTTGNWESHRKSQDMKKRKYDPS
# RAD54 branch: RAD54 (human) branch migration inhibition; RAD54 Holliday junction branch migration, FAM/BHQ fluorescence; inhibition, % at 10.4 µM; AID 602329; 360,000 tested, 0.14% active;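 active = mean normalized replicate activity at least 40 and at least half of replicates scoring 40 or more; inconclusive = only one of the two criteria met; inactive = mean below 40 and under half of replicates reaching 40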;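 note: 0% = median of neutral control wells and 100% = median of positive control wells; inhibitors cause a drop in the FAM fluorescence signal; in these data hits start at about 50%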
# F508del corr: correctors of CFTR F508del function in bronchial epithelial cells. 350,000 tested, 0.36% active. CFBE cells, YFP halide quenching; stimulated with forskolin plus potentiator P3; % fluorescence drop versus neutral controls. activity (quench increase), % at 7.58 µM;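 active = mean added fluorescence quench of at least 8% versus neutral control, with both replicates also reaching 8%; inconclusive = only one of the mean or replicate conditions met; inactive = mean below 8% and not both replicates reaching 8%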;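 note: cells transiently co-express mutant CFTR-F508del with the halide-sensitive YFP; corrector assay measuring rescue of mutant channel to the surface after 24 h compound exposure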
# Casp6 inh: caspase-6 (human) enzyme inhibition | inhibition, % at 12.5 µM | P55212 | purified caspase-6, Z-VEID-R110 cleavage fluorescence | AID 686996 | 350,000 tested, 0.53% active;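 active = mean inhibition across replicates at least about 35%, with every replicate also reaching that limit, limit read from the data; inconclusive = only one of the two criteria met; inactive = neither criterion met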;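 note: 0% = median of neutral control wells and 100% = no fluorescence left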
# Target sequence (P55212 24-179 limits assumed): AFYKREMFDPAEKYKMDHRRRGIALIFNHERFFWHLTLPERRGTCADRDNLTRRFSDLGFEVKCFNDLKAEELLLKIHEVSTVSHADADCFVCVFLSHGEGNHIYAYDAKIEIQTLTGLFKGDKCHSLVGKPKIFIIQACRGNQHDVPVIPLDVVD
# Target sequence (P55212 194-293 limits assumed): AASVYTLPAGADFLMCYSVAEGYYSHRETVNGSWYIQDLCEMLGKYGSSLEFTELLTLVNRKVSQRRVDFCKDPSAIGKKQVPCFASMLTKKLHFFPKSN
# Starred values were filed as active, the others as inactive; ? = inconclusive; . = no result given.
SMILES,XiGFP reactiv,INS-1E GSIS act,DENV2 CPE,E-sel inducer,RAD52 inh,RAD54 branch,F508del corr,Casp6 inh
CC(C)c1nnc(NC(=O)c2cc3cc(Br)ccc3oc2=O)s1,-0.1,-48,1,-0.3,-1,1,1.9,-4
Cc1cccnc1NC(=O)c1cccc(S(=O)(=O)N2CCCC2)c1,0.3,9,31*,.,-1,-5,-1.2,2
CC(CCC(=O)O)C1CCC2C3CC(O)C4CC(O)CC[C@]4(C)C3CCC12C (some centres not stated),.,-6,2,.,-7,-4,-5.4,1
COc1ccc(C#Cc2cnc3c(c2)C(=O)N([C@H](C)CO)C[C@@H](C)[C@@H](CN(C)CC2CC2)O3)cc1,1.2,-12,.,0.9,.,.,-1.6,.
COc1cc(C(=O)N/N=C/c2coc3ccc(Cl)cc3c2=O)ccc1O,0.1,36,-5,0.4,-22,4,-3.0,3
Cc1onc(-c2ccccc2Cl)c1C(=O)OCC(=O)N1CCN(c2ccccc2)CC1,0.0,-12,1,-0.1,4,2,1.4,-179
C[C@@H]1CN([C@H](C)CO)C(=O)c2cc(-c3cncnc3)cnc2O[C@@H]1CN(C)Cc1cncnc1,-0.3,5,-8,0.4,6,3,-1.3,-2
CCNC(=O)COC(=O)c1[nH]c(C)c(C(=O)OC)c1C,0.0,10,-3,0.5,-4,1,.,2
CCCC#Cc1cnc2c(c1)C(=O)N([C@@H](C)CO)C[C@@H](C)[C@H](CN(C)C(=O)c1cccnc1)O2,-1.3,-2,8,0.3,-9,-4,-4.5,-3
CN(C)C(=O)C[C@@H]1C[C@@H]2c3cc(NC(=O)Nc4ccccc4F)ccc3O[C@@H]2[C@H](CO)O1,0.0,14,9,-0.3,-18,-10,-2.6,-2
COc1ccccc1CNC(=O)C[C@@H]1CC[C@H](NC(=O)CC2CC2)[C@H](CO)O1,-0.2,12,9,-0.6,-10,-3,1.2,-2
CCCCOc1ccc2c(c1)C(=O)c1cc(O)ccc1-2,0.0,3,-1,.,-8,.,-5.2,3
CCc1cc2c(nc1CC)CCCN2Cc1ccccc1C(F)(F)F,0.1,.,-13,0.9,-10,.,-1.1,1
C[C@@H]1CN([C@H](C)CO)C(=O)c2c(c3ccccc3n2C)-c2ccccc2CO[C@H]1CN(C)Cc1ccc(F)cc1,0.1,-9,-8,-0.6,21,.,1.7,0
O=C(NCCCc1ccccc1)c1cccc([N+](=O)[O-])c1,0.4,-26,7,-0.1,-14,.,.,1
CCOc1ccc(NC(=O)CN2C(=O)CSc3ccc(S(=O)(=O)N4CCCC4)cc32)cc1,0.0,-32,-1,.,-1,1,-1.1,2
CN1C=CC=C/C1=C1\SC(=S)N(Cc2ccccc2)C1=O,0.0,-2,2,.,-46,.,3.6,0
Cc1cc(C)c2oc(C(=O)Nc3ccc(S(=O)(=O)N4CCC(C)CC4)cc3)cc(=O)c2c1,0.1,20,7,.,-9,.,.,-1
O=C(CCNC(=O)Cn1ccc2ccccc2c1=O)NCC1CCCC1c1ccccc1 (configuration not stated),0.1,-4,?,.,-4,.,-0.6,-5
CC(C)(Sc1cc(C(C)(C)C)c(O)c(C(C)(C)C)c1)Sc1cc(C(C)(C)C)c(O)c(C(C)(C)C)c1,0.2,2,-7,1.5,0,-8,-1.2,2

# Single values from the entries so far.
# Cc1onc(-c2ccccc2Cl)c1C(=O)OCC(=O)N1CCN(c2ccccc2)CC1 @ E-sel inducer = -0.1
# O=C(CCNC(=O)Cn1ccc2ccccc2c1=O)NCC1CCCC1c1ccccc1 (configuration not stated) @ F508del corr = -0.6

# Additional records:
SMILES,XiGFP reactiv,INS-1E GSIS act,DENV2 CPE,E-sel inducer,RAD52 inh,RAD54 branch,F508del corr,Casp6 inh
Cc1ccc(CNC(=O)CNC(=S)N(Cc2ccccc2)Cc2ccccc2F)cc1,0.0,-43,-6,0.5,-37,.,-3.0,-1
COc1ccc(NC(=O)N2CCCC(c3nc(-c4ccc(OC)cc4)no3)C2)cc1 (configuration not stated),0.4,-18,4,.,0,3,.,-1
O=c1[nH]cc(F)c(=O)n1C1OC(CO)C(O)C1O (configuration not stated),-0.2,4,-8,-0.1,-15,.,1.0,-1
Cc1cc(C)c(C(=O)Cn2cnc3cc([N+](=O)[O-])ccc3c2=O)cc1C,-0.1,15,6,1.2,-18,5,-1.1,2
Cc1ccccc1S(=O)(=O)N1C[C@H](O)COC[C@@H]2O[C@@H](CC(=O)N3CCN(C)CC3)CC[C@H]21,-0.1,5,1,0.1,-7,0,1.4,-1
CCC(=O)Nc1ccc2c(c1)C(=O)N(C)C[C@@H](OC)[C@H](C)CN(Cc1cccnc1)[C@H](C)CO2,-0.4,-12,9,0.2,0,14,3.9,-1
COc1cc(Cl)ccc1OCc1cc(C(=O)N(C)CC2CCCCO2)no1 (configuration not stated),0.0,5,-1,.,-7,8,-0.7,7
N#Cc1cc2c(ccc3ccccc32)oc1=O,0.1,-23,-3,.,-31,.,1.9,-4
COc1cccc(CN(C)Cc2cc(=O)oc3cc(O)c(Cl)cc23)c1,0.0,-7,-5,0.2,-20,-2,-0.8,-2
COc1ccc(NC(=O)N(C)C[C@@H]2Oc3ccc(NC(=O)Nc4c(C)noc4C)cc3C(=O)N([C@H](C)CO)C[C@H]2C)cc1,0.4,10,2,-1.3,.,2,0.6,.
CCC(=O)N(C)C[C@@H]1Oc2cc(C#CCOC)ccc2S(=O)(=O)N([C@H](C)CO)C[C@@H]1C,-0.5,21,-3,-0.4,-13,-2,-0.5,4
CCC(=O)N1CC2(C1)[C@@H](c1ccc(-c3ccc(C)cc3)cc1)[C@@H](CO)N2S(C)(=O)=O,0.0,-2,-7,-0.2,-16,.,-0.4,0
C[C@@H]1CN([C@@H](C)CO)S(=O)(=O)c2ccc(-c3ccncc3)cc2O[C@H]1CN(C)C,-0.8,4,-3,0.5,23,4,7.7,1
COC(=O)c1ccc2[nH]cc(CCO)c2c1,0.0,4,0,-0.2,-15,-2,-0.3,0
Cc1cc(OC(=O)NCCc2ccc(F)cc2)ccc1F,-0.1,-11,5,0.0,5,.,4.4,4
CCc1ccc(NC(=O)N(CCCN2CCOCC2)C(C)c2cc3cccc(OC)c3o2)cc1 (configuration not stated),.,-43,.,.,-10,2,.,0
Cc1ccc(S(=O)(=O)NCC(=O)OCC(=O)Nc2ccc(C)c(S(=O)(=O)N3CCOCC3)c2)cc1,0.1,-43,-7,.,-6,-7,-4.2,3
Cc1nc(NCC2CCCO2)nc2c1C(=O)CC(C)(C)C2 (configuration not stated),.,4,.,.,14,0,.,0
COc1ccc(S(=O)(=O)Nc2ccc3c(c2)CC(=O)N([C@H](C)CO)C[C@@H](C)[C@H](CN(C)Cc2ccc(C(=O)O)cc2)O3)cc1,-0.1,1,9,0.8,-3,-3,1.9,1
CCC1=NN(C(=O)Cc2ccc(OC)cc2)C(O)(C(F)(F)F)C1 (configuration not stated),.,3,-2,.,-13,-1,-0.2,-1
COc1ccc(C)cc1S(=O)(=O)Nc1ccc2c(c1)OCCO2,0.2,2,0,0.1,-6,-7,-2.1,0
O=C(c1ccccc1)c1cccc[n+]1[O-],0.1,-2,1,.,6,-5,0.4,0
Cc1ccc(SCC(=O)Nc2cccc(S(=O)(=O)N3CCOCC3)c2)cc1C,0.0,-17,2,-0.3,-20,-14,2.5,2
O=C(/C=C1\C(=O)Nc2ccccc21)/C=C1\C(=O)Nc2ccccc21,0.0,-22,10,.,-6,-2,0.4,9
Cc1ccc(S(=O)(=O)N2CCCCC2)cc1NC(=O)COC(=O)c1ccc(=O)[nH]c1,0.1,-7,2,0.0,-16,2,-6.0,0
CC(C)C(NC(=O)c1c(F)cccc1F)C(=O)NCc1ccncc1 (configuration not stated),0.0,-2,-3,0.0,-11,0,-5.7,-6
COc1ccc(NC(=O)CCn2c(=S)[nH]c3ccccc3c2=O)cc1OC,0.0,25,-6,.,-9,3,-2.8,2
Cc1noc(C)c1S(=O)(=O)Nc1ccc2c(c1)C(=O)N([C@H](C)CO)C[C@H](C)[C@@H](CN(C)C(=O)Nc1cccc3ccccc13)O2,0.1,-10,0,0.2,-10,10,-3.6,1
O=C(Nc1ccccc1Cl)c1ccc(=O)[nH]n1,0.2,17,-8,-0.2,0,-3,-1.4,0
O=C(C[C@@H]1C=C[C@@H](NC(=O)Nc2ccc(C(F)(F)F)cc2)[C@H](CO)O1)NCc1ccccn1,0.1,7,-2,0.0,4,0,1.0,2
COc1ccc(NC(=O)Nc2ccc3c(c2)C(=O)N([C@H](C)CO)C[C@H](C)[C@H](CN(C)Cc2ccc(C(F)(F)F)cc2)OCCCC[C@@H](C)O3)cc1,0.1,-17,3,0.2,-11,-10,-2.4,1
O=C(COc1ccc(Cl)cc1)NCCN1CCCCC1,0.3,1,4,0.6,-1,.,2.5,0
C/C=C/c1cnc2c(c1)C(=O)N([C@H](C)CO)C[C@@H](C)[C@@H](CN(C)C(=O)CN1CCOCC1)O2,-0.6,21,1,0.3,4,3,-1.1,3
COC(=O)[C@@H](NC(=O)N1CCC(C)CC1)C(C)C,0.5,1,-7,1.7,2,.,0.4,0
COCCNC(=O)[C@@H]1[C@@H](CO)[C@@H]2Cn3c(ccc(-c4ccc(F)cc4)c3=O)[C@H]1N2C(=O)NC(C)C,0.0,6,12,0.2,-6,-5,-0.2,1
CN(C)Cc1cn(CC[C@@H]2CC[C@H](NC(=O)Cc3cccnc3)[C@@H](CO)O2)nn1,0.2,3,5,-0.1,7,0,-1.2,-2
C=CC[C@@H](Cc1ccc(F)cc1)C(=O)OC[C@@H]1CCCN1C(=O)[C@@H](CC=C)CC(=O)N[C@H](CO)Cc1ccccc1,0.1,-36,-7,0.0,-11,2,-3.8,6
O=C(O)C[C@H]1C[C@@H]2c3cc(NS(=O)(=O)c4ccccc4)ccc3O[C@@H]2[C@H](CO)O1,0.2,1,5,-0.5,-39,-3,-2.1,0
Cc1ccc(-c2cc(C(=O)Nc3nccs3)c3ccccc3n2)c(C)c1,0.3,.,-2,0.8,-17,.,.,-1
CCCN1C2CCCC1CC(NC(=O)c1ccc(C(C)(C)C)cc1)C2 (configuration not stated),0.0,-2,9,.,-6,22,-1.4,-2
CCS(=O)(=O)N[C@H]1C=C[C@H](CC(=O)NCc2ccc(F)cc2)O[C@H]1CO,-0.1,8,8,0.0,-28,-1,2.9,9
C[C@H]1CN([C@@H](C)CO)C(=O)Cc2cc(NC(=O)c3ccncc3)ccc2O[C@@H]1CN(C)S(=O)(=O)c1ccc(F)cc1,0.0,-3,2,-0.1,-3,7,-1.7,0
Cc1ccc(OCC(=O)Nc2ccc(S(=O)(=O)Nc3ccccn3)cc2)c(C)c1,0.2,-5,.,0.4,.,8,.,.
Cc1ccc(-c2cnc3c(c2)C(=O)N([C@@H](C)CO)C[C@@H](C)[C@H](CN(C)C(=O)c2ccc(F)cc2)O3)cc1,1.0,-10,-1,-0.1,8,-2,1.8,2
CCCC#Cc1ccc2c(c1)O[C@@H](CN(C)C(=O)COC)[C@@H](C)CN([C@H](C)CO)S2(=O)=O,-0.7,12,12,0.9,8,7,-0.5,-1
O=C(Nc1nc2ccccc2[nH]1)c1cccc(Cl)c1,-0.1,2,2,-0.3,-3,1,4.0,-1
